High-throughput results from PubChem.
V1R ag counter: V1a receptor agonism, counter-screen for OXTR agonists; P37288; activation, % at 3 µM; CHO-V1R cells, Fluo-8 calcium fluorescence, agonist mode; 0% DMSO, 100% 3 nM vasopressin; hit rate 0.25% among 320,000; AID 2797;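 active = activation above the mean activation of all tested compounds plus 3 SD, per screening run, cut at about 20% in these data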;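 note: signal is peak over basal fluorescence ratio across a 100 second FLIPR read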
Target sequence (P37288 whole entry, looked up): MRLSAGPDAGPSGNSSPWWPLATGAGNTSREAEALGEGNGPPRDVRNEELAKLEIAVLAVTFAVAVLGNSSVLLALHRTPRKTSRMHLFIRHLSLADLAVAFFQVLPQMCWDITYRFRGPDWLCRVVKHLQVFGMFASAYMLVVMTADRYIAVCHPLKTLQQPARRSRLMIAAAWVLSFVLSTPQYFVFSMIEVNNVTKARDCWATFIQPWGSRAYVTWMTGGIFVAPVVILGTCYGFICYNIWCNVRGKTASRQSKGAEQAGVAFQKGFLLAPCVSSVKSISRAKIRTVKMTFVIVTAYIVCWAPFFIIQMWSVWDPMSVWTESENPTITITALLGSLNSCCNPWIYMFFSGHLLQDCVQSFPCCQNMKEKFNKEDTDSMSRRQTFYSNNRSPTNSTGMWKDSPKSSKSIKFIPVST
GalR3 antagonist: antagonists of human GalR3; AID 651719; O60755; HEK293 GalR3-CNG cAMP membrane potential fluorescence; galR3 body fused to GalR1 C-terminus; inhibition, % at 3 µM; hit rate 0.44% among 360,000;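 active = inhibition above the screen-wide average plus 3 SD, cut at about 13% in these data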;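 note: forskolin and galanin both at EC90 stimulate the cells; cAMP rise reported by CNG channel membrane potential dye signal; 0% = forskolin plus galanin with DMSO and 100% = forskolin alone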
Target sequence (O60755 1-299 limits assumed): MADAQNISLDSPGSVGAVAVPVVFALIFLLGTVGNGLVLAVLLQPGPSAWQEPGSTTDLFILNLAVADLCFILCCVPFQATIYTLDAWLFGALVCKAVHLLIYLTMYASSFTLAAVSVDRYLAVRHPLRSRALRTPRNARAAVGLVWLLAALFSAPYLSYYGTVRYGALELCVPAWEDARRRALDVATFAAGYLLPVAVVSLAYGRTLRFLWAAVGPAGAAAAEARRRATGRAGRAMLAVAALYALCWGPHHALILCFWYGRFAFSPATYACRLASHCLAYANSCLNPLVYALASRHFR
OXTR ag: agonists of human oxytocin receptor; P30559; CHO-OTR cells, Fluo-8 calcium fluorescence; normalized: DMSO 0%, oxytocin 100%; activation, % at 3 µM; hit rate 0.32% among 320,000; AID 2435;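 active = activation above the mean of all tested compounds plus 3 SD, cutoff set per screening run, cut at about 20% in these data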;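 note: peak over basal fluorescence ratio from a 100 s FLIPR kinetic read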
Target sequence (P30559 whole entry, looked up): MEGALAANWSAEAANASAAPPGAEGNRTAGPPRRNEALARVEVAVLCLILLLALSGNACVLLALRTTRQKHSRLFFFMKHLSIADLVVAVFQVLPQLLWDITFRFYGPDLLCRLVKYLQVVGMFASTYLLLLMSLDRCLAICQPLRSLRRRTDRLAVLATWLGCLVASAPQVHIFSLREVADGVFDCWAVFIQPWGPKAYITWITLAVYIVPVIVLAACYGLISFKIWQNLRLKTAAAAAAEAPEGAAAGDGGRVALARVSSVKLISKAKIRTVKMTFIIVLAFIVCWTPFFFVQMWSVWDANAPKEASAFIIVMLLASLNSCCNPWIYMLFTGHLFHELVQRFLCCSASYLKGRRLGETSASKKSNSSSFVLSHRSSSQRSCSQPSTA
Active calls of the source: *. A portion of the library (hit frequency here may not be typical).

Start of the data: the first 3 records as a preview:
SMILES	V1R ag counter	GalR3 antagonist	OXTR ag
Cc1ccc(C)c(NC(=O)COC(=O)CSc2ccccc2)c1	0.1	0	-2.1
O=C(NCC(c1ccco1)N1CCOCC1)c1ccc(Cl)cc1 (stereo not drawn)	-0.8	-3	-0.1
N#CC1(NC(=O)CSc2nnc(Cc3ccccc3)o2)CCCCC1	1.6	7	1.0

The listing (from the top)
SMILES	V1R ag counter	GalR3 antagonist	OXTR ag
Cc1ccc(C)c(NC(=O)COC(=O)CSc2ccccc2)c1	0.1	0	-2.1
O=C(NCC(c1ccco1)N1CCOCC1)c1ccc(Cl)cc1 (stereo not drawn)	-0.8	-3	-0.1
N#CC1(NC(=O)CSc2nnc(Cc3ccccc3)o2)CCCCC1	1.6	7	1.0
CC1CCC2(CC1)NC(=O)N(NC(=O)CSc1nnc(NC3CC3)s1)C2=O (stereo not drawn)	-0.8	-5	-0.4
C/C=C(/C)C(=O)O[C@@H]1Cc2c(ccc3ccc(=O)oc23)OC1(C)C	-1.6	-5	-1.8
CN(CC(=O)Nc1ccc(N2CCOCC2)cc1)C(=O)CCNC(=O)c1ccccc1Cl	0.2	0	0.2
Cc1ccc(C)c(OCCC(=O)OCC(=O)c2c(N)n(C)c(=O)n(C)c2=O)c1	5.1	-1	4.1
O=C(COC(=O)c1ccc([N+](=O)[O-])o1)NC1CCCCC1	1.2	-5	1.7
CSCCC(NS(=O)(=O)c1ccc(C)cc1)C(=O)Nc1ccc(C)cn1 (stereo not drawn)	-0.9	-4	-1.2
C=CCC[C@H](Cc1ccc(F)cc1)C(=O)OC[C@@H](Cc1c[nH]c2ccccc12)NC(=O)[C@H](CC=C)CC(=O)N[C@H](CO)Cc1ccccc1	0.3	-8	0.9
COc1ccc([C@]2(C(C)C)ON(c3ccccc3C(F)(F)F)C2=O)cc1	-0.8	-2	-0.2
Cc1cc(C)c(NC(=O)CSc2nc(=O)n3cc(C)ccc3n2)c(C)c1	0.1	-5	-0.2
CC1CN(S(=O)(=O)c2cc(C(=O)NCCCN3CCCC3=O)ccc2Cl)CC(C)O1 (stereo not drawn)	0.8	2	-0.3
COc1ccc(CCC(=O)OCc2csc(CC(=O)Nc3ccc(C)cc3)n2)cc1OC	4.0	-7	2.8
O=C(CCN1C(=O)C2CC=CCC2C1=O)OCC(=O)c1ccc(F)cc1 (stereo not drawn)	1.5	-6	1.0

Some of the entries so far, with values under each structure:
Value order: V1R ag counter | GalR3 antagonist | OXTR ag
O=C(NCC(c1ccco1)N1CCOCC1)c1ccc(Cl)cc1 (stereo not drawn)
→ -0.8 | -3 | -0.1
Cc1cc(C)c(NC(=O)CSc2nc(=O)n3cc(C)ccc3n2)c(C)c1
→ 0.1 | -5 | -0.2
C=CCC[C@H](Cc1ccc(F)cc1)C(=O)OC[C@@H](Cc1c[nH]c2ccccc12)NC(=O)[C@H](CC=C)CC(=O)N[C@H](CO)Cc1ccccc1
→ 0.3 | -8 | 0.9
Cc1ccc(C)c(NC(=O)COC(=O)CSc2ccccc2)c1
→ 0.1 | 0 | -2.1

(cont.)
SMILES	V1R ag counter	GalR3 antagonist	OXTR ag
CSc1ccc(/C=C/C(=O)OCC(=O)N2CCCCCC2)cc1	4.7	-3	3.4
CC(=O)Nc1ccc(S(=O)(=O)NCCC(=O)OCC(=O)c2ccc(Br)cc2)cc1	8.3	-5	7.4
CC12CCC(=O)N1C(C(=O)NNC(=O)c1ccc(F)cc1)CS2 (stereo not drawn)	-0.4	-5	0.6
CN(Cc1ccccc1)C(=O)c1[nH]cnc1C(=O)Nc1ccon1	0.9	-8	0.9
COc1ccc(-n2nnnc2CNC(=O)c2ccc3ccccc3c2)cc1	-1.3	2	-1.6
C[C@H]1CN([C@@H](C)CO)C(=O)Cc2cc(NC(=O)Cc3ccccc3)ccc2O[C@H]1CN(C)C(=O)Nc1cccc2ccccc12	2.5	-1	1.2
CCCCN(C(=O)C(C)Oc1ccc(Cl)cc1)c1c(N)n(CCCC)c(=O)[nH]c1=O (stereo not drawn)	-0.5	1	-0.1
Cc1cccc(COc2coc(CN3CCN(C(=O)c4ccco4)CC3)cc2=O)c1	0.2	-2	-0.6
Cc1cc(C(=O)NCC(=O)Nc2ccc(F)c(F)c2)c(C)o1	1.0	-5	1.1
COc1ccc(S(=O)(=O)N2CCC(C(=O)NCCOc3ccccc3F)CC2)cc1OC	0.6	-7	-0.3
CN(C)C(=O)OCc1c(-c2ccccc2)ncc2ccccc12	0.3	-3	-0.7
CCOC(=O)c1c(NC(=O)CN2C(=O)NC3(CCCC3)C2=O)sc(C)c1CC	-1.2	-3	-1.9
CCCCN(C(=O)c1oc2ccc(OCC)cc2c1C)c1c(N)n(CC(C)C)c(=O)[nH]c1=O	-0.7	1	-2.1
O=C(NCCC1CCCCN1S(=O)(=O)c1ccc(Cl)cc1)C(=O)NCc1ccncc1 (stereo not drawn)	-0.7	-2	-0.5
O=C(COC(=O)C1CC2CCCC(C1)C2=O)NC1CCCCC1 (stereo not drawn)	0.3	-5	0.4
C[C@H](CO)N1C[C@H](C)[C@@H](CN(C)S(=O)(=O)c2cccs2)Oc2c(NS(=O)(=O)c3ccc(F)cc3)cccc2C1=O	1.4	-6	1.9
COC(C)c1oc2c(C)c3oc(=O)cc(C)c3cc2c1C (stereo not drawn)	1.6	3	-0.8
CC(=O)c1cccc(NC(=O)/C=C/c2ccc(S(=O)(=O)N3CCOCC3)cc2)c1	1.9	-6	5.5
Cc1cccc(C)c1NC(=O)CNC(=O)C(C)NC(C)c1ccccc1Br (stereo not drawn)	1.5	-5	2.2
CCN(CC)c1ccc(NC(=O)CSc2nc3nc(C)cc(C)c3c(=O)[nH]2)cc1	0.9	2	2.5
CSc1ccc(C2=CC(=O)C[C@H](c3ccc(F)cc3)C2)cc1	0.9	-5	1.7
COc1ccc(N=Nc2ccc(CO)cc2)cc1	2.0	-3	3.0
CCCN(CC(=O)Nc1ccccc1OC)C(=O)c1ccc(COc2ccccc2)o1	2.8	-3	-0.1
CN(Cc1ccccc1F)C(=O)CN1c2cccc3cccc(c23)S1(=O)=O	-0.2	-1	-0.6
COc1ccccc1C(CNC(=O)CNC(=O)c1ccc(Cl)c(Cl)c1)N1CCCC1 (stereo not drawn)	-0.5	-4	0.4
CC(C)(C)c1ccc(NC(=O)COC(=O)c2ccc3ncsc3c2)cc1	9.2	-4	4.8
COc1cc(/C=C2\SC(=O)NC2=O)ccc1OCC(=O)N1CCOCC1	0.8	-6	0.9
Cc1c(N(C)C)c(=O)n(-c2ccccc2)n1C	0.4	-4	-0.8
Cc1noc(C)c1S(=O)(=O)N(C)C[C@H]1Oc2ccc(NC(=O)CCC(F)(F)F)cc2C(=O)N([C@H](C)CO)C[C@@H]1C	0.3	-4	1.7
CCc1cc(=O)[nH]c(SCC(=O)N2CCC(Cc3ccccc3)CC2)n1	-0.8	-4	1.7
COc1cccc(NC(=O)CN(C)C(=O)c2cc3c(s2)CCCC3)c1	-0.5	-6	-1.1
COc1ccccc1-c1oc2ccccc2c1C#CC1(N)CCCCC1	1.3	-6	3.3
Cc1ccc(OCC(=O)NNC(=O)Nc2ccc(Cl)cc2)c(Br)c1	0.7	-2	-0.4
C=CCn1c(SCC(=O)NC2CCS(=O)(=O)C2)nnc1-c1ccc(Cl)cc1 (stereo not drawn)	-0.6	-2	-0.9
CN(C)C(CNC(=O)CSc1nc2ccccc2c(=O)n1Cc1ccco1)c1ccccc1 (stereo not drawn)	-0.5	-4	-0.1
O=C(COC(=O)c1ncc(Cl)c(Cl)c1Cl)NC1CCS(=O)(=O)C1 (stereo not drawn)	-0.4	-4	-0.5
Cc1ccc(Nc2nnc(SCC(=O)NCC3CCCO3)s2)cc1C (stereo not drawn)	2.3	-3	1.9
O=C(Nc1cccc(Cl)c1)c1nc[nH]c1C(=O)N1CCc2ccccc2C1	1.2	-2	0.5
Cc1ccc(N=Nc2c(O)[nH]c(=O)[nH]c2=O)cc1S(=O)(=O)Nc1ccc(Br)cc1	-0.5	-6	0.4
CN(Cc1cccc(F)c1)C(=O)CN1CCN(S(=O)(=O)c2ccc3c(c2)OCCCO3)CC1	4.3	-4	3.0
C/C=C/c1ccc(OCC(=O)OCC2=C(C(=O)OCC)C(C)NC(=O)N2)c(OC)c1 (stereo not drawn)	-0.6	3	-0.8
O=C(COC(=O)c1ccc(F)cc1)NCC1COc2ccccc2O1 (stereo not drawn)	-0.1	-5	-0.1
CC(OC(=O)C1CC(=O)N(Cc2ccccc2)C1)C(=O)Nc1ccc(F)cc1Cl (stereo not drawn)	-0.6	1	-1.1
CCC(C(=O)NC1CCCCCC1)c1ccccc1 (stereo not drawn)	-1.4	-5	-1.8
CC(C)C[C@H]1CN=C(N(C)C)N1CC1CCCC1	0.7	-8	-0.2
O=C(NC1CC(=O)N(c2cccc(F)c2)C1)C(=O)c1c[nH]c2ccccc12 (stereo not drawn)	3.8	-3	4.7
O=C(Cn1c(NCCO)nc2ccccc21)Nc1cccc(S(=O)(=O)N2CCCC2)c1	0.0	0	1.3
O=C(COC(=O)c1cc(S(=O)(=O)N2CCOCC2)ccc1Cl)NCCc1ccccc1	3.4	4	3.9
CCCCCN(C(=O)CCC(=O)OCC(=O)N(CC)C1CCCCC1)c1c(N)n(CCCC)c(=O)[nH]c1=O	0.0	-4	0.4
COc1ccccc1C(C)NC(=O)CCNC(=O)c1ccc(Cl)cc1 (stereo not drawn)	1.0	-5	2.5
COc1ccccc1C(CNC(=O)CCNC(=O)c1ccccc1Cl)N1CCCC1 (stereo not drawn)	3.6	1	0.0
COc1ccc(NC(=O)CON=CC(=O)Nc2ccc(C)cc2)c(OC)c1	0.3	-4	-0.8
O=C1CCN(Cc2ccccc2)C=C1c1ccc(Br)cc1	0.7	-5	0.2
CCN1C(=O)[C@@H]2[C@@H](c3ccc(-c4ccccc4)cc3)N3CCCC[C@@]3(C(=O)OC)[C@@H]2C1=O	0.8	-5	-1.1
O=C(COC(=O)CC1CC2CCC1C2)NCc1ccc(Cl)cc1 (stereo not drawn)	0.0	-4	-1.6
O=C(NCc1ccc2c(c1)OCO2)c1c(O)nc2sccn2c1=O	-1.1	-6	-0.7
O=C(N[C@H]1CCC(=O)N(CCSc2ccc(Br)cc2)CC1)OCc1ccccc1	3.4	-9	2.5
O=C1CCc2cc(S(=O)(=O)N3CCCCC3)cc3c2N1CCC3	0.4	-1	0.2
CN(C(=O)c1ccc(NC(=O)Cc2ccc([N+](=O)[O-])cc2)cc1)C1CC1	30*	-6	38*
O=C(Nc1cc(S(=O)(=O)N2CCOCC2)ccc1Oc1ccc(F)cc1)C1=COCCO1	0.0	1	0.4

A different layout for part of the listing above.
molecule | V1R ag counter | GalR3 antagonist | OXTR ag
CC12CCC(=O)N1C(C(=O)NNC(=O)c1ccc(F)cc1)CS2 (stereo not drawn) | -0.4 | -5 | 0.6
CN(Cc1ccccc1)C(=O)c1[nH]cnc1C(=O)Nc1ccon1 | 0.9 | -8 | 0.9

Later entries.
SMILES	V1R ag counter	GalR3 antagonist	OXTR ag
CCOc1ccc(N2CC(C(=O)Nc3cc(Cl)ccc3-n3cncn3)CC2=O)cc1 (stereo not drawn)	-0.7	2	-0.4
CCNC(=O)N(C)C[C@H]1N[C@@](Cc2ccccc2)(C(=O)OC)[C@H]2C(=O)N(C)C(=O)[C@@H]12	0.0	1	0.6
O=C(c1ccc(Br)o1)N1CC=C(c2ccccc2)CC1	-0.2	-6	-2.1
O=C(CCC(=O)N1CCOCC1)NCCc1ccccc1	-0.1	-2	0.4
COc1ccc(CC(=O)OC(C)C(=O)Nc2c(C)n(C)n(-c3ccccc3)c2=O)cc1OC (stereo not drawn)	2.2	-6	2.2
CC(=O)c1ccccc1NC(=O)COc1ccc(N(C)S(=O)(=O)c2ccc(C)c(C)c2)cc1	1.1	-2	0.5
O=C(OCC(=O)N1CCC(c2ccccc2)=N1)c1ccc([N+](=O)[O-])s1	1.5	-5	-0.8
Cc1nc(SC(C)C(=O)c2c(N)n(C)c(=O)n(C)c2=O)c2c(C)c(C)sc2n1 (stereo not drawn)	6.6	-2	16
N#Cc1ccccc1OCC(=O)Nc1ccc(N2CCOCC2)cc1N1CCOCC1	0.1	-4	0.4
COCCn1c(C)cc(C(=O)CSc2nnc(C3CC3)n2C2CC2)c1C	-0.6	-3	0.7
O=C(C[n+]1ccccc1)N/N=C/c1ccc(Br)cc1	0.8	-2	1.3
COc1cccc(NC(=O)C2CCC2)c1	0.5	-3	-0.8
NC(=O)c1ccsc1NC(=O)COC(=O)c1nc(Cl)ccc1Cl	1.7	-1	0.8
C[C@]12CCC(=O)C=C1CCC1C2CC[C@@]2(C)C1CCC21OCCO1 (stereo partly drawn)	1.6	0	2.5
O=C(/C=C/c1ccc(Cl)cc1)c1ccc([N+](=O)[O-])o1	1.1	-3	1.3
CC1CCCCC12NC(=O)N(CC(=O)NCc1ccco1)C2=O (stereo not drawn)	0.2	-3	-0.4
COc1cccc(C(=O)NNC(=O)c2ccc(NS(=O)(=O)c3cccs3)cc2)c1OC	0.7	-2	0.6
CCN(CC)C(=O)c1nc[nH]c1C(=O)N1CCN(C(=O)OC(C)(C)C)CC1	0.0	3	0.9
COC(=O)c1c(C)[nH]c(C(=O)OCC(=O)c2c(N)n(CC(C)C)c(=O)n(C)c2=O)c1C	3.5	-7	6.7
N#CC1(NC(=O)COC(=O)c2cc([N+](=O)[O-])ccc2N2CCCC2)CCCCC1	1.2	-4	-1.5
COc1ccc(CNC(=O)CN2C(=O)NC3(CCCc4sccc43)C2=O)cc1OC (stereo not drawn)	-0.3	-3	-0.1
CCCCOc1ccc(S(=O)(=O)N2CCN(c3ccc(N4CCN(CC)CC4)nn3)CC2)cc1	-0.6	-5	-0.9
